Compound activity: PubChem BioAssay, National Center for Advancing Translational Sciences (NCATS)
GRP78 ERSR act: qHTS for Inducers of the Endoplasmic Reticulum Stress Response (ERSR) in Human Glioma: qHTS; U87-MG GRP78 promoter luciferase reporter, 16 h; Potency, µM, without a hit: top-dose activation, most hits filed as activators; 0.02% of 420,000 active; AID 602332, 2012; further: potency means the concentration at half of the fitted maximal effect; series mostly up to about 76 µM; % of control where 0% means no effect; nearly all actives have a fitted effect of over 35% in size
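Stably transfected U87-MG human glioma cells carrying a GRP78-based luminescent sensor were seeded at 1000 cells/well, pin-dosed with compounds and incubated 16 h. Luciferase reagent was then added, and end-point luminescence was read after 10 min at room temperature.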
LDHA block: qHTS assay for inhibitors of human lactate dehydrogenase; L-lactate dehydrogenase A chain (Homo sapiens), P00338; purified LDHA, NADH/diaphorase-resazurin fluorescence; hits give low values; activity change, % (values are at about 110 or 230 µM); 0.15% of 480,000 active; AID 1347041, 2019; in the data active means activity change below about -30%; inconclusive means mostly about -25% to -30%;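 further: plate controls were DMSO wells for no effect and wells without enzyme for full effect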
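Resorufin fluorescence (ex540/em590), read at 0 and 20 min after diaphorase/resazurin addition, reports the NADH left after a 5 min room-temperature reaction of 2 nM human LDH5 with 0.06 mM NADH and 0.2 mM pyruvate.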
PI4K2A inh: qHTS for small molecular inhibitors of PI4K2A. Phosphatidylinositol 4-kinase type 2-alpha (Homo sapiens), Q9BTU6. purified PI4K2A, ADP-Glo luminescence, 1 h; hits give low values. activity change, negative = inhibition, % at 76.9 µM. 0.13% of 420,000 active. AID 1346378, 2018; in the data active means activity change below about -50%; inconclusive means mostly about -30% to -49%;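 further: -100% = wells without enzyme as full effect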
Target sequence (Q9BTU6 whole entry, looked up): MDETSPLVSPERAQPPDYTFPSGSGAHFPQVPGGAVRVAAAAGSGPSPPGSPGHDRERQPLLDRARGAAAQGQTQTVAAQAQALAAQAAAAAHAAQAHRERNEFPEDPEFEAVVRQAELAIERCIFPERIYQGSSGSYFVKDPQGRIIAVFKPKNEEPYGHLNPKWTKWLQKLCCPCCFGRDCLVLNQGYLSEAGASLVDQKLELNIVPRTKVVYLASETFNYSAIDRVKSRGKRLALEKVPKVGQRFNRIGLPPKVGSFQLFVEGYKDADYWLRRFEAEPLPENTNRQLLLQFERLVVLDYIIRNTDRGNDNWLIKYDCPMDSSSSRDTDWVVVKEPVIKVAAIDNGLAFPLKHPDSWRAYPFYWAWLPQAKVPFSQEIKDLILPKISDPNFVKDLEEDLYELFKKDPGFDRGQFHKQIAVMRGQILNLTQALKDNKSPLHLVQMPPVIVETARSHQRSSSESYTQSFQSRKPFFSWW
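Compounds are screened against recombinant PI4K2A using PI as substrate and ATP, the latter dispensed at 300 microM. Reactions run one hour at ambient temperature before ADP-Glo detection; full inhibition defined by wells lacking enzyme.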
RXFP1 agonist: qHTS Assay for Agonists of the Relaxin Receptor RXFP1; Relaxin receptor 1 (Homo sapiens), Q9HBX9; HEK293T-RXFP1 cAMP TR-FRET, 30 min; response scale: percent of porcine relaxin response, buffer zero; Potency, µM (highest dose often 57.5 µM), without a hit: at the top dose activation, actives largely listed as activators; 0.3% of 370,000 active; AID 2676, 2010; further: potency means the concentration at half of the fitted maximal effect; on the % scale 0 is the no-effect control and ±100 the full control effect; nearly all actives have a fitted effect of over 60% in size; many of its hits are not listed in these tables
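HEK293 cells stably expressing RXFP1, treated 30 min at 37C with compounds plus PDE4 inhibitor Ro 20174; cAMP measured by HTRF TR-FRET. Normalized to buffer and 29 nM porcine relaxin; EC50 by Hill fit.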
USP1 inh: Inhibitors of USP1/UAF1: Primary Screen; Potency, µM (doses to about 57.1 µM), for the others: at the top dose activity change, negative = inhibition, most hits filed as inhibitors; Ubiquitin carboxyl-terminal hydrolase 1 (Homo sapiens), O94782; recombinant USP1/UAF1, Ub-Rhodamine cleavage fluorescence; 0.23% of 390,000 active; further: potency means the concentration at half of the fitted maximal effect; on the % scale 0 is the no-effect control and ±100 the full control effect; nearly all actives have a fitted effect of over 60% in size; inactives centre near -12
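Step one: compound is pinned into 1nM USP1/UAF1 in HEPES pH 7.8 buffer with TCEP. Step two: 15 min room-temperature incubation. Step three: Ub-Rho (150nM final) starts cleavage, tracked by fluorescence over six one-minute reads.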
TrxR1 substrate: qHTS Assay for Substrates of Mammalian Selenoprotein Thioredoxin Reductase 1 (TrxR1): qHTS | 0.01% of 390,000 active | Potency, µM (highest dose often 114 µM), without a hit: top-dose activity change, negative = substrate turnover | Thioredoxin reductase 1, cytoplasmic (Rattus norvegicus), O89049 | AID 588456, 2011 | purified TrxR1 substrate turnover, NADPH consumption readout; further: potency means the concentration at half of the fitted maximal effect; on the % scale 0 is the no-effect control and ±100 the full control effect; nearly all actives have a fitted effect of over 50% in size
Target sequence (O89049 whole entry, looked up): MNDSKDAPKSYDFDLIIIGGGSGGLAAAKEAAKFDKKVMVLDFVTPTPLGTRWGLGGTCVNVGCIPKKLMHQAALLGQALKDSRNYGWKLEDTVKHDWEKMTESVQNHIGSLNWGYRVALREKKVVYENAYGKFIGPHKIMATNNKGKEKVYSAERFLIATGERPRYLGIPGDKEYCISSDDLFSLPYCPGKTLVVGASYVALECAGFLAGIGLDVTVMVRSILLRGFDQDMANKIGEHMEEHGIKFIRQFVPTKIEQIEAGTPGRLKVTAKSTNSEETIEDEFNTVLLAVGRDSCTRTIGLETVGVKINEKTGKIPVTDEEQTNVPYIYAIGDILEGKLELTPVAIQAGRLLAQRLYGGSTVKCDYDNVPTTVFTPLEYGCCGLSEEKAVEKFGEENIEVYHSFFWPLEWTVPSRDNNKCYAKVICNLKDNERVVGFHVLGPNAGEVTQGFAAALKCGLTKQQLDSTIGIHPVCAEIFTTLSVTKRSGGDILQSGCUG
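Rat TrxR1, dispensed at 90 nM, was prereduced with 400 uM NADPH (final) for 5 min at ~22 deg C, then incubated with compound 15 min before 400 uM selenite. A first-read NADPH fluorescence drop versus no-compound background flagged substrates.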
Vif-APOBEC3G blk: qHTS for Inhibitors of Vif-A3G Interactions: qHTS; DNA dC->dU-editing enzyme APOBEC-3G (Homo sapiens), Q9HC16; HeLa A3G-eYFP + Vif (tagged APOBEC3G with the HIV-1 protein that degrades it), YFP fluorescence, overnight; Potency, µM (doses to about 46.1 µM), for the others: at the top dose activity, negative = active, actives largely listed as inhibitors; 0.076% of 410,000 active; AID 602310, 2012;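 further: potency means the concentration at half of the fitted maximal effect; on the % scale 0 is the no-effect control and ±100 the full control effect; nearly all actives have a fitted effect of over 60% in size; hits raise eYFP signal because A3G escapes Vif-driven loss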
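Read-out is eYFP fluorescence (Ex 488/Em 500-530) from Vif-expressing HeLa A3G-eYFP cells; more signal means A3G escaped Vif-mediated degradation. Cells plated overnight, compound pinned in, incubated overnight at 37 deg C.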
Vif-APOBEC3F blk: qHTS for Inhibitors of Vif-A3F Interactions: qHTS; HeLa A3F-eYFP + Vif (tagged APOBEC3F with the HIV-1 protein that degrades it), YFP fluorescence increase; Potency, µM (titrated, usually from 46.1 µM), inactives show at the highest dose activity, negative = active; 0.2% of 390,000 active; further: potency means the concentration at half of the fitted maximal effect; % of control where 0% means no effect; nearly all actives have a fitted effect of over 65% in size
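HeLa cells stably expressing Vif plus C-terminally eYFP-tagged A3F were seeded, incubated overnight at 37 deg C, dosed with compound, incubated overnight again at 37 deg C. Yellow fluorescence (Ex 488/Em 500-530) reported blocked Vif-mediated A3F-eYFP degradation.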
IDH1 R132H inh: qHTS for Inhibitors of mutant isocitrate dehydrogenase 1 (IDH1): qHTS; Potency, µM (highest dose often 76.6 µM), without a hit: top-dose activity change, negative = inhibition, actives largely listed as inhibitors; 0.093% of 390,000 active; IDH1-R132H enzyme, NADPH consumption, diaphorase/resazurin fluorescence; further: potency means the concentration at half of the fitted maximal effect; on the % scale 0 is the no-effect control and ±100 the full control effect; nearly all actives have a fitted effect of over 65% in size
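IDH1-R132H (0.5 ug/mL) preincubated 30 min with compound, then NADPH (0.016 mM) and alpha-KG (2 mM) added; 80 min at RT, pH 7.5. Remaining NADPH coupled via diaphorase/resazurin to fluorescence (540/590 nm); concentration-response curves normalized to no-enzyme control.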
An asterisk follows results filed as active; ? = inconclusive; nt = no result given; & = joins results of further samples; [ ] = another dose, or the depositor's remark. Unless noted, the call rests on the fitted dose curve; in most records, active means well fitted curve in the direction sought with a large enough effect; inconclusive means small, poorly fitted or top-dose-only effect, or another doubt; inactive means no such curve, though single readings can be large; an effect the other way counts as inactive or inconclusive. This is a subset, so the mix of outcomes need not match the whole.

SMILES | GRP78 ERSR act | LDHA block | PI4K2A inh | RXFP1 agonist | USP1 inh | TrxR1 substrate | Vif-APOBEC3G blk | Vif-APOBEC3F blk | IDH1 R132H inh
Cc1c(NC(=O)Cc2cccs2)cccc1[N+](=O)[O-] | -2% | -3 | 20 | -0.3% | -11% | 8%[57.1 µM] | -1% | -3% | 7%
CCC1Oc2ccc(Cl)cc2N(CC(=O)O)C1=O (stereo not drawn) | -5% | -7 | 3 | 1.9% | 0% | -2% | 0% | 0% | 9%
CCOc1ccc(CNC(=O)CCC(=O)n2nc(C)c3ccccc32)cc1 | -5% | -3 | 2 | -1.4% | -10% | -2% | 2% | -8% | 11%
Cc1ccc2[nH]c(=O)c(N3CCOCC3)c(-c3ccccc3)c2c1 | -3% | -10 | 2 | 2.1% | -19% | 27% | 2% | -22% | 4%
O=P(Cc1cccc[n+]1[O-])(c1ccccc1)c1ccccc1 | -1% | -6 | -2 | -1.2% | -16% | 1% | -5% | -1% | 4%
CCc1cccc(CC)c1NC(=O)COc1ccccc1C(=O)c1cc(C#N)c(=O)n(C2CCCCC2)c1 | -4% | -5 | -1 | 4.2% | -20% | -7% | 1% | 0% | 1%
Cc1ccc(S(=O)(=O)N(C)C)cc1NC(=O)COC(=O)COc1ccccc1[N+](=O)[O-] | -2% | -10 | 0 | 0.2% | -16% | 6%[57.1 µM] | 0% | 14% | -4%
COc1ccccc1C(=O)COC(=O)Cc1c[nH]c2ccccc12 | -3% | -2 | 6 | 0.4% | -19% | -2% | -7% | 1% | 5%
OC1COCOC1C(O)C1OCOCC1O (stereo not drawn) | -3% | -7 | 3 | nt | 3% | -3% | 2% | 2% | -8%
CC(=O)Nc1nc(C)c(-c2csc(Nc3cccc([N+](=O)[O-])c3)n2)s1 | -5% | -8 | -7 | 0.1% | -1% | -4% | -3% | 1% | 2%
CCCn1cnc2sc(C(N)=O)c(C)c2c1=O | 1% | 2 | 6 | 3.9% | -23% | -5% | 0% | 2% | 5%
Cc1ccc(NC(=O)CC2SC(=NC3CCCCC3)NC2=O)cc1 (stereo not drawn) | -5% | -4 | 0 | 2.2% | -12% | -1% | 1% | 0% | 1%
CC1(C(=O)NS(=O)(=O)C2CC2)CCCN(C(=O)CSc2ccccc2)C1 (stereo not drawn) | -3% | -7 | 2 | nt | nt | nt | 1% | nt | nt
CCOC(=O)c1ccc(CNC(=O)CSc2nnc(-c3ccncc3)o2)cc1 | -3% | -6 | -1 | -2.5% | 1% | -2% | -2% | -14% | 5%
CC(=O)n1cc(C2C(=O)CC(C)(C)CC2=O)c2ccccc21 | -3% | -1 | 0 | 2.2% | -7% | -9% | -4% | -11% | 0%
O=C(CCS(=O)(=O)c1cccc2nsnc12)NCc1ccccc1 | -3% | 1 | 0 | 1.5% | -12% | -4% | 4% | nt | 2%
CC(NC(=O)/C=C/c1cnc2ccccc2n1)C12CC3CC(CC(C3)C1)C2 (stereo not drawn) | -3% | 4&2 | -5 | 0.1% | -19% | -13% | -17% | -16% | 4%
O=C(Nc1ccc(NC(=O)C2CC2)nc1)c1ccccc1F | 3% | -5 | -1 | 1.9% | -20% | 8% | -6% | 11% | 11%
Cc1c(C=O)c2ccccc2n1CC(=O)NC(C)c1ccccc1 (stereo not drawn) | -1% | -9 | 5 | -0.2% | -15% | -1%[57.1 µM] | -1% | 2% | 0%
Cc1csc(=Nc2ccccc2)n1CCO | -4% | -8 | -3 | 0.6% | -9% | -12% | -3% | -10% | 4%
O=C(Nc1ccc(C(=O)OCc2cc(=O)n3ccsc3n2)cc1)c1cccc(F)c1 | -4% | -6 | 1 | 17% | -9% | 0%[57.1 µM] | 1% | -7% | 15%
O=C(NCCCN1CCN(c2ccc(F)cc2)CC1)c1cc2c(s1)-c1ccccc1OC2 | -1% | 2 | -12 | 2.8% | -24% | 156%[activator] | -19% | 9% | -2%
CN(C)c1ccc(/C=N/Nc2nncc3ccccc23)cc1 | -8% | 1 | -14 | 7.9% | ? | -2% | 3% | -13% | 0%
O=C(Cn1cnc2c(cnn2-c2ccccc2)c1=O)Nc1cc(S(=O)(=O)N2CCOCC2)ccc1Cl | -2% | -6 | 3 | 1.0% | -26% | -2% | -3% | -15% | 3%

Single records, as listed above:
CCc1cccc(CC)c1NC(=O)COc1ccccc1C(=O)c1cc(C#N)c(=O)n(C2CCCCC2)c1 in the list: GRP78 ERSR act: -4%; LDHA block: -5; PI4K2A inh: -1; RXFP1 agonist: 4.2%; USP1 inh: -20%; TrxR1 substrate: -7%; Vif-APOBEC3G blk: 1%; Vif-APOBEC3F blk: 0%; IDH1 R132H inh: 1%
Cc1ccc2[nH]c(=O)c(N3CCOCC3)c(-c3ccccc3)c2c1 in the list: GRP78 ERSR act: -3%; LDHA block: -10; PI4K2A inh: 2; RXFP1 agonist: 2.1%; USP1 inh: -19%; TrxR1 substrate: 27%; Vif-APOBEC3G blk: 2%; Vif-APOBEC3F blk: -22%; IDH1 R132H inh: 4%
CCCn1cnc2sc(C(N)=O)c(C)c2c1=O in the list: GRP78 ERSR act: 1%; LDHA block: 2; PI4K2A inh: 6; RXFP1 agonist: 3.9%; USP1 inh: -23%; TrxR1 substrate: -5%; Vif-APOBEC3G blk: 0%; Vif-APOBEC3F blk: 2%; IDH1 R132H inh: 5%

New compounds follow:
SMILES | GRP78 ERSR act | LDHA block | PI4K2A inh | RXFP1 agonist | USP1 inh | TrxR1 substrate | Vif-APOBEC3G blk | Vif-APOBEC3F blk | IDH1 R132H inh
COc1ccc(OCc2nn3c(-c4ccco4)nnc3s2)cc1 | 2% | -9 | 2 | 0.5% | -6% | -10% | 0% | 0% | 3%
O=C(NCCS(=O)(=O)N1CCN(c2ccccc2)CC1)C1CC1 | -2% | -2 | 3 | -0.2% | -6% | -15% | 0% | -16% | 3%
O=C(COC(=O)Cn1cnc2ccccc2c1=O)Nc1ccc(Cl)c(C(F)(F)F)c1 | -1% | -4 | -5 | 2.1% | -7% | 0% | -6% | 3% | -2%
CC1(C)CC(=O)N(CC(=O)O)c2ccccc2S1(=O)=O | 3% | -12 | -6 | 0.7% | -7% | -5% | 1% | -4% | -8%
Nc1nc(SCc2ccc(Cl)cc2Cl)n[nH]1 | 5% | -11 | 1 | 0.6% | -6% | 9%[57.1 µM] | -5% | -6% | 3%
COc1ccc(N2C(=O)C(CC(=O)Nc3ccccc3)N(CCc3ccc(OC)c(OC)c3)C2=O)cc1 (stereo not drawn) | -5% | -7 | 0 | -1.1% | -18% | 4% | -8% | -10% | 0%
CCN(Cc1ccccc1)S(=O)(=O)c1ccc2c(c1)NC(=O)CC(=O)N2 | -4% | -6 | -1 | 0.7% | -7% | 0% | -2% | -4% | -5%
O=C(CCCn1c(=S)[nH]c2cc3c(cc2c1=O)OCO3)NCCc1ccccc1Cl | 3% | -2 | -2 | 6.4% | -18% | -9% | 1% | -7% | -8%
COc1ccc(OC)c2c1sc(=NC(=O)C1CC1)n2C | -4% | -6 | -1 | -0.5% | -16% | -5% | 2% | 1% | -3%
Cc1ccc(S(=O)(=O)NCCC(=O)Nc2ccc(C)c(Cl)c2)cc1C | -4% | -2 | -5 | 1.2% | -25% | 1% | 1% | -2% | 12%
CCCc1nnc(NC(=O)COC(=O)c2cc(C)nc3ccccc23)s1 | -1% | -4 | -1 | -1.7% | 5% | -6% | 0% | 5% | -1%
O=C(O)CCC(=O)NNc1nc2ccccc2nc1-c1ccccc1 | 11% | -11 | 7 | 5.1% | 3% | -11%[57.1 µM] | -5% | 2% | 0%
CCC(C)Sc1nc2c(cnn2-c2ccc(F)cc2)c(=O)[nH]1 (stereo not drawn) | -3% | -10 | -4 | -0.7% | -4% | 9%[57.1 µM] | 0% | -4% | 13%
COc1ccc(-n2c(/C=C/c3c(C)[nH]c4ccccc34)nc3ccccc3c2=O)cc1 | -3% | -3 | -3 | -1.2% | ? | -2% | -8% | -10% | 22%
Cc1nnc(SCC(=O)Nc2nccs2)[nH]c1=O | -6% | -6 | -1 | 0.8% | -16% | -3% | 2% | 1% | -5%
O=c1c2ccccc2oc2ccc(Oc3ccccc3)cc12 | 2%&-4% | 4 | -2 | 2.1% | -29% | -6%[57.1 µM] | 0%&5% | -4% | 0%
